Source: PubChem BioAssay
Luciferase inh: blocks purified firefly luciferase enzyme activity; purified P. pyralis luciferase, luminescence, biochemical; 2.5% of 76,000 active; Potency, µM (titrated, usually from 115 µM), for the others: at the top dose activity change, negative = inhibition, actives largely listed as inhibitors; further: potency means the concentration at half of the fitted maximal effect; nearly all actives have a fitted effect of over 65% in size
Target sequence (P08659 whole entry, looked up): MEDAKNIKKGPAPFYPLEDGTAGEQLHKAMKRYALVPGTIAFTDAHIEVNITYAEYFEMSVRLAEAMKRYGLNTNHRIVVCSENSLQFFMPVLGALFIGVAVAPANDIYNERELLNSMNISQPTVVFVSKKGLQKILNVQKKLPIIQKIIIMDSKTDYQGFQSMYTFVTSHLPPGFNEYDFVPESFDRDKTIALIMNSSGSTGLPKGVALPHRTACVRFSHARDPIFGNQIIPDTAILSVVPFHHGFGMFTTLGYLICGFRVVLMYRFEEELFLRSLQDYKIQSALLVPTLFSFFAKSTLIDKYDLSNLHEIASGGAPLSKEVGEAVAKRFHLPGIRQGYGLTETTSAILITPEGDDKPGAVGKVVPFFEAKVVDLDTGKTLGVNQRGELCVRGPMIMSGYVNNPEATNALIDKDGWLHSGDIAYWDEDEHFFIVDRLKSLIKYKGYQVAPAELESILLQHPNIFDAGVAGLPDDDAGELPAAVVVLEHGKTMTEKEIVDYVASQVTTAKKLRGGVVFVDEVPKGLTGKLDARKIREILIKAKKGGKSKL
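Inhibitors were tested against purified firefly luciferase in a biochemical, low-substrate format (both substrates at 10uM) and luminescence measured with a CCD imager.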
SNCA expr inh: inhibitors of alpha-synuclein (SNCA) gene expression. 0.17% of 140,000 active. HEK-293 SNCA-luciferase knock-in, luminescence, 24 h. Potency, µM (doses to about 57.2 µM), for the others: top-dose activity change, negative = inhibition, actives largely listed as inhibitors. AID 1671194;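 further: potency means the concentration at half of the fitted maximal effect; plate controls were DMSO cells for no effect and cell-free wells for full effect; nearly all actives have a fitted effect of over 45% in size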
HEK cytotox: HEK 293 cell cytotoxicity. HEK 293 viability, ATP luminescence (CellTiter-Glo), 48-72 h. Potency, µM (highest dose often 115 µM), for the others: at the top dose activity change, negative = cytotoxicity, actives largely listed as inhibitors. 6.6% of 94,000 active. AID 1345083; further: potency means the concentration at half of the fitted maximal effect; nearly all actives have a fitted effect of over 60% in size
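Read-out: CellTiter-Glo ATP luminescence. Cells: HEK 293, 250 cells/well. Exposure: 48 or 72 hr, 37 degree Celsius.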
3T3 cytotox: NIH 3T3 cell cytotoxicity; NIH 3T3 viability, CellTiter-Glo ATP luminescence, 48-72 h; Potency, µM (titrated, usually from 96.7 µM), without a hit: at the top dose activity change, negative = cytotoxicity, usual class: inhibitors; 4.3% of 94,000 active; AID 1345082; further: potency means the concentration at half of the fitted maximal effect; nearly all actives have a fitted effect of over 55% in size
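Luminescent ATP readout (CellTiter-Glo, 10 min RT) after 48 or 72 hr compound exposure of NIH 3T3 cells seeded at 400 cells/well in 1536-well format; quantitative HTS.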
IP6K1 inh: blocks human inositol hexakisphosphate kinase 1 | IP6K1 kinase, ADP-Glo luminescence, 2 h; active compounds read low | 0.81% of 140,000 active | activity change, % (series mostly up to about 58 µM); in the data active means activity change below about -25%
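ADP-Glo luminescence measures ADP made by human IP6K1 during a 2 h RT reaction with ATP/IP6 (mix at 1.3 mM/130 uM); top library doses 57.5 and 19.1 uM final.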
SNCA viab count: cell viability loss counter-screen. 0.12% of 150,000 active. AID 1671193. Potency, µM (top dose mostly 57.1 µM), without a hit: top-dose activity change, negative = cytotoxicity, hits mostly cytotoxic. HEK-293-SNCA-luc viability, GF-AFC fluorescence, 24 h;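 further: potency means the concentration at half of the fitted maximal effect; 0% = DMSO-treated cells and -100% = medium-only wells without cells; nearly all actives have a fitted effect of over 30% in size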
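HEK-293-SNCA-luc cells (1500/well) plated 24 h, then exposed 24 h to a dilution series; GF-AFC added 30 min at 37C, fluorescence 405/540 nm; normalised to medium-only and DMSO wells, Hill fit.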
GPT2 inhibitor: blocks human glutamate pyruvate transaminase 2. 0.25% of 100,000 active. Potency, µM (doses to about 57.7 µM), for the others: at the top dose activity change, negative = inhibition, actives largely listed as inhibitors. Recombinant GPT2, coupled pyruvate oxidase/HRP Amplex Red fluorescence. Q8TD30; further: potency means the concentration at half of the fitted maximal effect; nearly all actives have a fitted effect of over 60% in size; many of its hits are not listed in these tables
Target sequence (Q8TD30 whole entry, looked up): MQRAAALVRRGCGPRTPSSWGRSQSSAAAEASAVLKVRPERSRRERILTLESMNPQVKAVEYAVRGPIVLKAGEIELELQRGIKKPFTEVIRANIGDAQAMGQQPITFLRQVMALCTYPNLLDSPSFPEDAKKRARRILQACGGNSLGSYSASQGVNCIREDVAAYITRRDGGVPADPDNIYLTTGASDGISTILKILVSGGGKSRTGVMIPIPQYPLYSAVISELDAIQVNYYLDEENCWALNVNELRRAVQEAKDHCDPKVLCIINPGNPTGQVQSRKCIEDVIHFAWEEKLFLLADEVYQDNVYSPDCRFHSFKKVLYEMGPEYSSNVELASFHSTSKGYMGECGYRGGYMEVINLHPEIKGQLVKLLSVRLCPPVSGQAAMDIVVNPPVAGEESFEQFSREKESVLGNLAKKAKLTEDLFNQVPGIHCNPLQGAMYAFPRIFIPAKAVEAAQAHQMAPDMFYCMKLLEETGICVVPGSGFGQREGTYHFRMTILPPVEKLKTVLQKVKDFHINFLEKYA
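GPT2 10ng/uL, a-KG 250uM, L-Ala 2mM, HEPES pH7.5 + 0.0001% Tween; 30 min RT. Then Amplex mix (PO/HRP/ThPP), 30 min RT dark, fluorescence. AOA 50uM used as positive control.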
Numbers without * were called inactive; i = inactive; ? = inconclusive; nt = no result given; & = joins results of further samples; [ ] = another dose, or the depositor's remark. Unless noted, the call rests on the fitted dose curve; in most records, active means well fitted curve in the direction sought with a large enough effect; inconclusive means small, poorly fitted or top-dose-only effect, or another doubt; inactive means no such curve, though single readings can be large; an effect the other way counts as inactive or inconclusive. Unless noted, on the % scale 0 is the no-effect control and ±100 the full control effect.

item	molecule	GPT2 inhibitor	IP6K1 inh	Luciferase inh	3T3 cytotox	SNCA expr inh	SNCA viab count	HEK cytotox
1	COCc1ccc2c(c1)c(OC(C)(C)C(=O)NCCCn1ccnc1)nn2Cc1ccccc1	i	-4.4	-2.3%	22.4µM*	-8.3%	4.6%	-16.8%
2	Cc1cc(Cl)ccc1OCC(=O)Nc1c(Cl)ccc2nsnc12	nt	-5.5	nt	nt	-23.0%	-2.1%	nt
3	COc1cccc([C@@H]2CN(C(=O)c3cnn(C)c3)C[C@H]2C(=O)O)c1	1.4%[11.5 µM]	-13.7	-6.3%	-8.9%	-25.8%	2.2%	1.4%
4	CCc1ccc(NS(=O)(=O)c2ccc3[nH]cc(C(=O)N(C)Cc4ccco4)c(=O)c3c2)cc1	nt	-18.0	nt	nt	5.2%	12.0%	nt
5	O=C(Cn1nc2n(c1=O)CCCCC2)Nc1cccc(F)c1	-6.8%	-2.4	-18.2%	i	17.2%	6.2%	-0.7%
6	O=C(Nc1ccc(Br)cc1)C1CCN(S(=O)(=O)c2cccc3nsnc23)CC1	nt	-5.7	nt	nt	15.4%	11.5%	nt
7	CCOc1ccc(CCNC(=O)c2cc3c(=O)n(C)c4ccccc4c3s2)cc1OCC	nt	-0.4	nt	nt	-14.7%	-6.1%	nt
8	CCOc1ccc(NC(=O)c2c(Nc3ccccc3C)sc(C(=O)c3ccccc3)c2N)cc1	nt	-20.1	nt	nt	-27.6%	-24.3%	nt
9	COc1cc(-c2onc(C)c2C(=O)N(C)Cc2ccccc2)cc(OC)c1OC	0.8%	19.5	-0.8%	?	3.3%	7.6%	?
10	Cc1c(C(=O)NCc2ccc(OC(C)C)cc2)sc2ncnc(N(C)C3CCCCC3)c12	nt	19.3	nt	nt	-18.7%	-15.4%	nt
11	O=C1NC2(CCN(C(=O)c3ccccc3)CC2)Oc2ccccc21	i	-2.9	1.3%[172 µM]	-7.1%[138 µM]	-1.2%[87.6 µM]	5.3%[87.6 µM]	2.0%[172 µM]
12	COc1ccc(Nc2ccnc(N3CCC(C(=O)N4CCOCC4)CC3)n2)cc1	?	4.3	nt	-25.1%	2.2%	-8.2%[12.5 µM]	-29.7%
13	CCCn1c2ccccc2c2cnn(CC(=O)N3CCCC(C(=O)OCC)C3)c(=O)c21 (stereo not drawn)	nt	0.2	nt	nt	24.6%	19.0%	nt
14	Cc1ncc2n1C(=O)N(C1CCN(Cc3cccc4ccccc34)CC1)C2	i	6.9&9.4	2.1%&-7.0%	?	2.6%&5.6%	-6.3%&-5.7%	?
15	COC[C@@H]1CN(C(=O)C2(c3ccc(OC)cc3)CC2)C[C@H]1C(N)=O	i	12.2	7.1%	-3.3%	18.9%	12.5%	1.4%
16	Cc1ccc2c(n1)OC(Cn1cccc1)CN(CCC1=CCCCC1)C2=O (stereo not drawn)	nt	7.7	nt	?	nt	nt	89.1µM*
17	COCC1CCCN(Cc2nc(C(c3ccccc3)c3ccccc3)no2)C1 (stereo not drawn)	-35.3%	38.8	0.0%	?	-16.4%	-12.2%	?
18	CN(C)C[C@@H]1CN(S(C)(=O)=O)C[C@H]1NC(=O)c1ccc(Cn2ccnc2)o1	3.8%	-2.6	10.5%	i	19.9%	7.1%	1.9%
19	CN(C(=O)c1cc2c(Cl)nc3ccccc3c2s1)c1cccc(C(F)(F)F)c1	nt	-10.5	nt	nt	1.1%	6.7%	nt
20	Cc1ccc(NC(=O)CCCn2c(=O)c3cccn3c3ccccc32)cc1Cl	nt	-3.4	nt	nt	8.0%	2.1%	nt
21	COc1cccc(C2Cn3nnc(-c4nc(-c5ccc(C(F)(F)F)cc5)no4)c3CO2)c1 (stereo not drawn)	i	-8.7	-2.9%	1.4%	3.6%	-1.9%	5.7%
22	CS(=O)(=O)CCc1nc(-c2ccco2)nn1-c1cccc(F)c1	i	-4.6	5.0%	-1.2%	-16.3%	-5.3%	-11.9%
23	O=C(c1ccc(F)c(F)c1)N1CCN(c2cc(-c3cccs3)[nH]n2)CC1	i	27.9	8.5%	?	2.1%	0.3%	?
24	O=C(c1ccc2ccccc2n1)N1CCCC(Cc2noc(C3CC3)n2)C1 (stereo not drawn)	i	7.2	-13.8%	-9.0%	1.4%	?	?
25	COCCNc1ncc(-c2cccc(O)c2)c2c1OCC2	i	-7.3	28.2µM*	-54.1%[174 µM]	33.2%[activator][87.6 µM]	-15.6%[87.6 µM]	-60.2%[230 µM]
26	CN1C(=O)c2cccn2CC1C(=O)NCCCN1CCc2ccccc2C1 (stereo not drawn)	i	2.3	3.1%	-6.0%	16.8%	7.6%	-1.1%
27	Cc1nn(CCC(=O)NCc2ccc(N(C)C)cc2)c(=O)c2nn(-c3ccccc3)c(C)c12	nt	-12.4	nt	nt	4.2%	7.1%	nt
28	COc1ccc(-c2noc([C@@H]3CCCN3C(=O)C3CCN(C(=O)c4ccccc4)CC3)n2)cc1	1.2%	-0.6	-13.5%	-13.5%	?	-22.0%	?
29	COc1ccccc1C(=O)N1CCC2(C1)C(=NC1CCCCC1)NC(=O)N2c1cccnc1 (stereo not drawn)	2.8%	-1.5	nt	i	-3.4%	1.7%	i
30	CCCN(c1ccccc1F)S(=O)(=O)c1ccc2c(c1)C(C)(C)C(=O)N2C	nt	-8.0	nt	nt	-13.1%	6.2%	nt
31	O=C(NCC1CC1)c1cc2cn(C3CC3)cc2s1	-2.3%	4.0	-6.7%	-14.8%	-3.8%	3.7%	-29.3%
32	O=C(NCc1ccc(C(F)(F)F)cc1)C1CCN(C(=O)c2ccc(-c3cncnc3)cc2)CC1	nt	21.5	nt	17.8µM*	nt	nt	?
33	CC(C)CNC(=O)C1CCCN(c2nccc(Nc3ccccc3F)n2)C1 (stereo not drawn)	i	12.4	nt	44.7µM*	-8.9%	3.2%[12.5 µM]	?
34	c1cncc(CN2CCc3c(sc4ncnc(N5CCCC5)c34)C2)c1	3.7%	-0.7	-10.1%	?	-25.0%	9.1%	?
35	O=C(NCc1ccccc1)N1CCc2nnc(C3CC3)n2CC1	i	-6.7	nt	i	4.0%	0.1%	0.7%
36	COc1cccc(C(=O)N2CCOC[C@H](Oc3ccc(C(F)(F)F)cn3)C2)c1	i	12.9	-6.6%[172 µM]	-15.6%[138 µM]	-13.0%[87.6 µM]	3.5%[87.6 µM]	-17.1%[172 µM]
37	O=C(Nc1ccccc1)O[C@@H]1CO[C@H]2[C@@H]1OC[C@@H]2n1nnnc1SC1CCCC1	2.2%[88.5 µM]	-2.3	-6.7%[172 µM]	-24.7%[174 µM]	-8.5%[87.6 µM]	-0.2%[87.6 µM]	?
38	O=C(CCc1ccc(CC2CCN(Cc3ccncc3)CC2)cc1)NC1CC1	-6.4%	25.3	nt	-28.0%	1.3%	-2.6%	?
39	COc1ccc(CN2CCC(N3CCCCCC3=O)CC2)cc1	i	12.2	-3.3%[172 µM]	-12.3%[138 µM]	-17.1%[87.6 µM]	-1.8%[87.6 µM]	?
40	CC(Nc1ccc(-c2nc(-c3cccnc3)no2)cc1[N+](=O)[O-])c1ccccc1 (stereo not drawn)	nt	-1.1	nt	nt	-9.8%	5.3%	nt

3 records picked at random from the list so far:
item	molecule	GPT2 inhibitor	IP6K1 inh	Luciferase inh	3T3 cytotox	SNCA expr inh	SNCA viab count	HEK cytotox
36	COc1cccc(C(=O)N2CCOC[C@H](Oc3ccc(C(F)(F)F)cn3)C2)c1	i	12.9	-6.6%[172 µM]	-15.6%[138 µM]	-13.0%[87.6 µM]	3.5%[87.6 µM]	-17.1%[172 µM]
28	COc1ccc(-c2noc([C@@H]3CCCN3C(=O)C3CCN(C(=O)c4ccccc4)CC3)n2)cc1	1.2%	-0.6	-13.5%	-13.5%	?	-22.0%	?
21	COc1cccc(C2Cn3nnc(-c4nc(-c5ccc(C(F)(F)F)cc5)no4)c3CO2)c1 (stereo not drawn)	i	-8.7	-2.9%	1.4%	3.6%	-1.9%	5.7%

New compounds follow:
item	molecule	GPT2 inhibitor	IP6K1 inh	Luciferase inh	3T3 cytotox	SNCA expr inh	SNCA viab count	HEK cytotox
41	NC(=S)c1ccc[n+]([C@@H]2O[C@@H](COP(=O)([O-])OP(=O)(O)OC[C@H]3O[C@@H](n4cnc5c(N)ncnc54)[C@H](OP(=O)(O)O)[C@@H]3O)C(O)C2O)c1 (stereo partly drawn)	?	nt	nt	nt	14.3%	5.2%	nt
42	CCN(c1cccc(C)c1)S(=O)(=O)c1ccc(-n2cccn2)cc1	nt	3.5	nt	nt	-7.3%	4.7%	nt
43	COc1ccc(N2CCN(c3oc(/C=C/c4ccc(F)cc4)nc3C#N)CC2)cc1	nt	38.7	nt	nt	20.0%	-2.1%	nt
44	CCOc1ccc(C2Cn3nnc(-c4nc(-c5ccccc5OC)no4)c3CO2)cc1 (stereo not drawn)	?	-7.2	-6.0%	-25.2%	-14.1%	6.3%	0.0%
45	O=C(c1ccoc1)N1CCC(c2n[nH]c(=O)n2Cc2ccc(F)cc2)CC1	-11.5%	-8.2	-6.2%	?	-1.5%	3.5%	-7.1%
46	O=C(NCc1ccco1)c1ccc(-c2ccc(N3CCCCCC3)nc2)cc1	1.8%	10.5	?	?	8.5%	-9.7%	39.8µM*
47	CC(=O)Nc1ccc(S(=O)(=O)NC2(C(F)(F)F)NC(=O)N(c3ccc(C)cc3)C2=O)cc1 (stereo not drawn)	nt	-2.4	nt	nt	-14.7%	-12.4%	nt
48	CN(C)C[C@@H]1CN(S(C)(=O)=O)C[C@H]1NC(=O)CC1CCN(C)CC1	i	-1.4	10.1%	-12.9%	-1.8%	1.5%	-6.8%
49	CSc1ccc(CCNS(=O)(=O)c2cc(-c3cc(C)no3)ccc2C)cc1	nt	27.2	nt	nt	11.2%	3.0%	nt
50	O=C(NCc1cc(F)cc(F)c1)C1CCN(C(=O)N2CC3CC(C2)[C@H]2CCCC(=O)N2C3)CC1 (stereo partly drawn)	1.8%	8.1	10.8%	i	0.7%	8.9%	4.3%
51	O=C(Nc1ccc2c(c1)OCCO2)N1CCCC(Cc2noc(-c3ccncc3)n2)C1 (stereo not drawn)	i	2.4	?	?	54.0%[activator]	-16.2%	?
52	Cc1ccccc1[C@@H]1CN(C(=O)CN(C)C2CCN(C)CC2)C[C@H]1C(=O)O	i[11.5 µM]	18.8	-0.7%	-18.2%	34.8%[activator]	21.7%	-2.1%
53	COc1ccc(-c2cc(N3CCC(NC(=O)Cc4ccccc4)CC3)n[nH]2)cc1	-2.4%	1.4	1.2%	?	41.3%[activator]	3.7%	?
54	O=C(Cc1ccccc1Cl)NCc1nnc2cc(-c3nc(C4CC4)no3)ccn12	i	3.6	-4.7%	-22.0%	-2.8%	4.4%	?
55	O=C(NC1CC1)C1CCCCN1Cc1ccc(-c2ccsc2)cc1 (stereo not drawn)	4.6%[88.5 µM]	1.0	nt	79.4µM*	-22.6%[87.6 µM]	3.7%[87.6 µM]	?
56	COc1ccc([C@H]2C[C@@H](O)[C@@H](O)[C@@H]2NC(=O)C(C)C)cc1	0.5%[88.5 µM]	3.6	-2.3%[172 µM]	i	-18.4%[87.6 µM]	-3.4%[87.6 µM]	-27.0%[172 µM]

A portion of the library; rates above refer to the full screens.
